Assay outcomes as filed in PubChem BioAssay.
MITF TRPM1 inh: inhibitors of MITF-dependent TRPM1 promoter reporter, primary screen, cell-based, SK-MEL-5, single point, luciferase. SK-MEL-5 TRPM1 promoter luciferase, 24 h. inhibition, % at 12.5 µM. hit rate 0.83% among 330,000;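 active = mean inhibition across replicates of 60% or more, whatever share of single replicates reaches that level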; note: values of inactives mirror those of a sister screen read the other way
Shn3 inh set2: reduction of Shn3 3'UTR firefly luciferase signal, primary screen, Schnurri-3 inhibitor project, cell-based, Clone20 osteoblasts, set 2. hit rate 0.52% among 360,000. Clone20 osteoblast Shn3 3'UTR firefly luciferase, 24 h. inhibition, % at 12.5 µM;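 active = mean inhibition of at least 75% with every replicate also reaching 75%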;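 note: 0% = median of neutral control wells and 100% = pilot-screen positive control compound; some compounds past the cut are filed as inactive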
HIF-2a block: HIF-2a reporter inhibitors, primary screen, luminescence, 786-0 RCC cells; 786-0 RCC cells HIF-2a reporter, luciferase luminescence, overnight; inhibition, % at 18.8 µM; hit rate 0.72% among 360,000;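 active = inhibition of the luminescence signal of 40% or more relative to plate controls, in a single-dose primary screen at 18.75 µM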
CaV13 FRET inh: Primary screen for inhibitors of IQ motif and Ca2+-dependent inactivation inhibitor domain binding in CACNA1D, Förster resonance energy transfer in living cells, … | HEK cells, CFP/YFP FRET ICDI-IQ, plate reader, 10 min; percent FRET-ratio fall versus neutral wells | AID 743397 | hit rate 0.098% among 340,000 | inhibition, % at 12.3 µM;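 active = mean replicate inhibition of at least 30% and at least 1% of replicates passing that level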;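 note: 0% = median of the neutral control wells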
NR2E3 ag-1: inhibitors of NR2E3-RetCOR corepressor binding, primary screen, NR2E3 agonist project, biochemical, TR-FRET, GST-NR2E3, biotin-RetCOR; Photoreceptor-specific nuclear receptor (Homo sapiens), Q9Y5X4; 1536-well; inhibition of corepressor binding, % at 4.78 µM; hit rate 0.12% among 320,000; AID 2300, 2010;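 active = percent inhibition above the cutoff of mean plus 3 SD of all tested compounds, set per screening campaign, cut at about 20% in these data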;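 note: 0% = DMSO wells and 100% = biotin wells as full block of FRET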
Target sequence (Q9Y5X4 whole entry, looked up): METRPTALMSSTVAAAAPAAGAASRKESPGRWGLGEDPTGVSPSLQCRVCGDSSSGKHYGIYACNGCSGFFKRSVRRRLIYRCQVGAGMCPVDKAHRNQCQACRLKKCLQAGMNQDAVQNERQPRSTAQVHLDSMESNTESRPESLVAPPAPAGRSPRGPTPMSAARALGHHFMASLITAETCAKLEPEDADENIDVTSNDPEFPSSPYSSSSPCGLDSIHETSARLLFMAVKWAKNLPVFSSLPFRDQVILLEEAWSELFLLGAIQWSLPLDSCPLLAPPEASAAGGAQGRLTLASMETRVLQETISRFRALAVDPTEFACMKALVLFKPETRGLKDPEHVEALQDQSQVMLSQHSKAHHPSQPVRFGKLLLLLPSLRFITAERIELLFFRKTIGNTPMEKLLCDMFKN
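Test system: GST-NR2E3 and biotin-RetCOR proteins | Quantity: 1.35 nM GST-tagged NR2E3 final | Medium: Tris pH 7.5 | Also added: 7 nM biotin-RetCOR | Dosing: Compound at 4.8 µM, single dose | Timing: 5 h at 4 °C | Detection: Time-resolved FRET | Read-out basis: Percent inhibition | Benchmarks: Biotin wells as high control, 0.6% DMSO wells as low control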
NR2E3 ag-2: NR2E3 agonists in two-hybrid cells, primary screen, cell-based, luminescence, CHO-S, Gal4-NCOR/VP16-NR2E3; Photoreceptor-specific nuclear receptor (Homo sapiens), Q9Y5X4; luciferase; inhibition of corepressor binding, % at 3.98 µM; hit rate 0.35% among 360,000; AID 602229, 2012;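 active = inhibition above the mean of all tested compounds plus 3 SD, cut at about 70% in these data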;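 note: 0% = DMSO with NR2E3 transfected cells and 100% = cells lacking NR2E3 construct; higher means lower luciferase signal from less NR2E3 corepressor binding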
hiPSC survival: enhancers of single-cell hiPSC survival, primary screen, ATPlite luminescence | 100% = ROCK inhibitor wells, 0% = DMSO | survival enhancement, % at 20 µM | hit rate 0.044% among 360,000; in the data active = survival enhancement above about 18%;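 note: cells exposed to compounds for 16 hours before the ATP read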
Peg3 prom inh: Peg3 promoter-driven luciferase inhibitors, primary screen, cell-based, HeLa, luciferase luminescence; AID 588405, 2011; hit rate 1.7% among 360,000; inhibition, % at 20 µM; HeLa PEG-Prom luciferase reporter, overnight;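 active = inhibition of at least 50% at 20 µM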
Cardio protect: cardioprotection against H2O2-induced cell death, primary screen, uHTS, H9c2 cells, ATPLite luminescence; H9c2 cardiomyocytes, H2O2 injury protection, 2 h; protection from H2O2 cell death, % at 20 µM; hit rate 0.63% among 360,000;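 active = compounds giving at least 50% protection of heart cells from peroxide-induced death in the single-dose screen, raw or plate-pattern-corrected value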;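 note: 0% = DMSO wells with peroxide and 100% = DMSO wells without peroxide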
m5-HT2A agonist: mouse Htr2a agonists via beta-arrestin recruitment, primary screen, cell-based, luminescence. 5-hydroxytryptamine receptor 2A (Mus musculus), P35363. CHO-K1 mHTR2A beta-arrestin complementation; percent of 30 µM serotonin response. activation, % at 7.6 µM. hit rate 0.66% among 360,000. AID 624169, 2012;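 active = activation above a run cutoff, the mean activation of all tested compounds plus 3 SD, cut at about 14% in these data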;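 note: 0% = plate median of compound wells and 100% = 30 µM serotonin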
PDI turbidity: inhibitors of human PDI, primary screen, biochemical, turbidity, single point, plate reader; Protein disulfide-isomerase (Homo sapiens), P07237; PDI insulin aggregation turbidity, A650, 90 min; inhibition, % at 10 µM; hit rate 0.052% among 350,000;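 active = mean inhibition across replicates of 30% or more, whatever share of single replicates reach that level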;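 note: absorbance from insulin aggregation driven by PDI reduction with DTT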
Target sequence (P07237 whole entry, looked up): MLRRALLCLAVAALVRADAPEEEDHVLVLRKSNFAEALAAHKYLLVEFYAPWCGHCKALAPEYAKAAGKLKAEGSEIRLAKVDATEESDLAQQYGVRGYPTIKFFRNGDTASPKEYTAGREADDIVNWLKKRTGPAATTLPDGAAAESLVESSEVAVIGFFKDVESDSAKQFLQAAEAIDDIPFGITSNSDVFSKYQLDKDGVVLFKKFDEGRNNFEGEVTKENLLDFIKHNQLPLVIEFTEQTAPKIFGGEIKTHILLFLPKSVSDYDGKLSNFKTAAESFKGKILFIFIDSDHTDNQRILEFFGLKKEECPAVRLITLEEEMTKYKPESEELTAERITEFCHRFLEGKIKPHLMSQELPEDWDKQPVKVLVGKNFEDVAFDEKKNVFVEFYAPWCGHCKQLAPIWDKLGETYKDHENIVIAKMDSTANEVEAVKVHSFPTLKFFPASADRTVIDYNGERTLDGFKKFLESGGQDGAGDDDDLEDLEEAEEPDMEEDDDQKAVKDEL
* marks the source's active call; other numbers are inactive results; / = not tested or not shown.

| SMILES | Shn3 inh set2 | CaV13 FRET inh | MITF TRPM1 inh | NR2E3 ag-1 | m5-HT2A agonist | Peg3 prom inh | NR2E3 ag-2 | HIF-2a block | hiPSC survival | Cardio protect | PDI turbidity |
| --- | --- | --- | --- | --- | --- | --- | --- | --- | --- | --- | --- |
| COC(=O)CCCNC(=O)c1ccc2[nH]c(C)c(C)c2c1 | 2.1 | 1.4 | 4.9 | 2.5 | 2.0 | -23.1 | 19.1 | -23.6 | -0.7 | 2.5 | 2.4 |
| O=C(NCCc1c[nH]c2ccccc12)C1Cc2ccccc2CN1C(=O)c1ccco1 (stereo unspecified) | 18.0 | -4.4 | 7.5 | 1.3 | 2.9 | 4.3 | -11.4 | 10.9 | -0.9 | 3.8 | 0.5 |
| CCC(C)(C)NC(=O)CN(C(=O)CNS(=O)(=O)c1ccc(C)cc1)c1ccc2c(c1)OCCO2 | -0.1 | -6.8 | 1.9 | 1.8 | -3.3 | -17.2 | -29.0 | -1.6 | -1.9 | 6.5 | -0.1 |
| C=CCn1c(O)c(CN2CCN(Cc3ccccc3)CC2)c(C)c(C#N)c1=O | 8.3 | -5.2 | -6.0 | -2.1 | -1.3 | -6.2 | -15.1 | 22.1 | -1.3 | 9.4 | 12.6 |
| COCCNC(=O)CCCn1c(=O)c2cc(OC)c(OC)cc2n(CC(=O)NCCC2=CCCCC2)c1=O | -77.9 | 2.7 | -15.8 | 0.8 | 1.6 | 6.1 | -15.8 | 13.9 | 1.9 | 2.9 | -2.7 |
| CCC1CCC(C(=O)NNC(=O)OC)CC1 (stereo unspecified) | 7.7 | -5.7 | -4.1 | -0.3 | -0.5 | 11.3 | -12.4 | 9.9 | -0.1 | 3.2 | -4.8 |
| CCc1ccc(-c2cc3c(=O)n(CC(=O)NCCCN4CCC(Cc5ccccc5)CC4)nc(C)n3n2)cc1 | 79.2 | -2.9 | 96.4* | -1.4 | -11.9 | 99.7* | 7.7 | -47.9 | -0.5 | -18.8 | 2.3 |
| Cn1c(N2CCN(S(=O)(=O)c3ccc(Cl)cc3)CC2)nc2ccccc21 | 7.6 | -1.0 | 14.3 | -1.3 | -1.9 | 13.7 | 8.1 | 22.9 | -0.5 | 14.5 | -1.6 |
| O=C(C[C@@H]1C/C=C\C[C@H](NC(=O)OCC2c3ccccc3-c3ccccc32)C(=O)OC[C@H]2CCCN2C1=O)N[C@@H](CO)Cc1ccccc1 | 77.1 | -4.5 | -4.8 | / | 3.9 | 27.5 | -20.8 | 2.9 | -2.6 | -21.1 | 13.5 |
| O=C(NC(=O)c1ccccc1)Nc1ccc(-c2cnco2)cc1 | -77.3 | -20.6 | / | -2.7 | 3.1 | -97.0 | -33.3 | -103.9 | -0.2 | -0.3 | -8.0 |
| O=C(NCCC(c1ccccc1)c1ccccc1)c1cnccn1 | -3.8 | -5.3 | 2.0 | -2.5 | 3.0 | 11.3 | -8.0 | 4.0 | -0.6 | 0.1 | -6.5 |
| COC(=O)C1(C)CCc2cc(OC)ccc2C1=O (stereo unspecified) | -45.9 | -3.9 | 14.5 | 0.5 | 5.8 | -10.5 | -15.7 | -28.1 | -1.4 | -5.5 | -3.3 |
| Cc1cc(=O)[nH]c(SCC(=O)Nc2nc(-c3ccccc3)c(-c3ccccc3)o2)n1 | -6.4 | -4.2 | -15.6 | -0.5 | 0.5 | -27.5 | -5.7 | -16.9 | -2.3 | 1.7 | -4.6 |
| O=C1OCC(c2ccccc2)=C1c1ccccc1 | -20.2 | -4.2 | -2.5 | 4.1 | -4.3 | -0.9 | 3.5 | 2.5 | -0.7 | -8.5 | -42.2 |
| Cc1oc(-c2ccc(Cl)cc2)nc1CS(=O)CC(=O)NCc1cccs1 (stereo unspecified) | -24.5 | -3.9 | / | 3.7 | 7.1 | 15.9 | 9.2 | 5.2 | -0.7 | 1.0 | / |
| O=c1cc(Cn2ccnc2)c2cc(O)ccc2o1 | -2.8 | -2.5 | -1.1 | / | 0.8 | 5.5 | -10.8 | 20.5 | -0.1 | 14.0 | 8.2 |
| COCCNC(=O)Cn1nc(-c2ccc(C)cc2)ccc1=O | -15.0 | / | -3.0 | / | -2.0 | 10.0 | -9.3 | 12.5 | -0.3 | 0.6 | -4.0 |
| CCCCn1nnc(NC(=O)c2ccc([N+](=O)[O-])cc2Cl)n1 | 9.1 | 3.2 | 0.6 | -0.5 | -1.9 | -28.9 | -37.8 | -64.9 | -0.3 | 5.4 | 1.5 |
| O=C(CSc1ccc([N+](=O)[O-])cn1)Nc1ccc2c(c1)OCCO2 | 7.6 | -4.0 | -2.6 | -0.9 | 2.5 | -20.9 | -1.9 | -27.9 | -0.3 | 2.7 | 5.2 |
| O=C(OCc1ccccc1)/C(=C/c1ccc(Cl)cc1)NC(=O)c1ccccc1Cl | -11.2 | / | -7.5 | -3.0 | -0.6 | 17.7 | -9.3 | 13.7 | 0.9 | 1.3 | 2.0 |
| COC(=O)c1ccc(S(=O)(=O)NCc2ccc(S(N)(=O)=O)cc2)o1 | 4.4 | -6.4 | -2.9 | 0.8 | -0.1 | 6.3 | -16.4 | 3.9 | 0.5 | 1.7 | -0.1 |
| CCc1sc(NC(C)=O)nc1-c1ccccc1 | -1.3 | -4.6 | -17.3 | 2.3 | 1.4 | 15.3 | 18.5 | 11.5 | 3.9 | 2.7 | -3.9 |
| Cc1c(Cl)cccc1NC(=O)Nc1ccc(C(=O)N2CCCC2)cc1 | -13.8 | -5.7 | -35.0 | -3.0 | 4.7 | -132.7 | 18.0 | -145.2 | -1.5 | -12.0 | 4.7 |
| O=[N+]([O-])c1sccc1CS(=O)(=O)c1ccccc1 | / | -2.4 | -1.3 | -0.6 | -2.1 | -14.5 | -0.2 | 18.7 | 0.4 | 6.9 | -14.0 |
| CC(=O)Nc1ccc(Oc2sc(C(=O)c3ccccc3)c(N)c2C#N)cc1 | 15.0 | / | 25.6 | 1.6 | 5.5 | 29.1 | -13.2 | 54.3* | -3.7 | -4.3 | 0.6 |
| COc1ccccc1N(C)S(=O)(=O)c1ccc(C(=O)N(C)Cc2ccc(OC(F)F)cc2)cc1 | 21.8 | -5.3 | 6.9 | / | 1.2 | 11.6 | 24.3 | 2.7 | 1.2 | 19.8 | -0.9 |
| Cc1c(C(C)NC(=O)Nc2ccc(F)cc2F)cnn1C (stereo unspecified) | -3.8 | -5.7 | 4.6 | -5.4 | -1.4 | -0.3 | -6.6 | 1.0 | 0.0 | 4.7 | -5.4 |
| CCC(C(=O)NCc1ccc(F)cc1)N(CCc1ccccc1)C(=O)c1snc(C(N)=O)c1N (stereo unspecified) | 1.9 | -2.9 | -9.3 | -0.8 | -3.8 | 20.5 | 11.9 | 6.8 | 0.6 | 9.0 | 9.9 |
| CCN(CC)S(=O)(=O)c1cc(NC(=O)CCc2c(C)noc2C)ccc1C | -4.9 | -5.2 | 11.5 | / | -1.7 | 7.2 | 6.5 | 4.7 | 0.0 | -5.5 | -3.4 |
| Cc1ccc(C(=O)N2CCN(c3ccccc3F)CC2)cc1S(=O)(=O)N1CCOCC1 | 13.5 | 5.7 | -7.0 | 5.5 | -2.2 | 3.7 | 14.6 | 17.1 | 1.1 | -1.5 | 7.6 |
| CC(NC(=O)C(c1ccccc1)c1ccccc1)C(=O)O (stereo unspecified) | 6.1 | -8.1 | 1.1 | -0.2 | 2.0 | -0.4 | -15.1 | -1.4 | 4.4 | -0.4 | -2.9 |
| O=C(NC1CCCC1)c1ccc2nc[nH]c2c1 | 2.9 | -0.7 | 14.3 | 0.0 | 0.9 | 2.6 | 4.4 | 12.8 | 8.7 | -0.6 | 0.4 |
| COc1cccc(C(=O)N[C@@H](C)C(=O)N2CCC3(CC2)NCCc2[nH]cnc23)c1 | 1.4 | -14.3 | 4.5 | 2.1 | 5.0 | 5.3 | -8.0 | 4.4 | -0.6 | 3.2 | 3.3 |
| Cc1cc(NC(=O)COC(=O)c2cc([N+](=O)[O-])ccc2N2CCOCC2)ccc1Br | 1.1 | -6.6 | 9.8 | -2.9 | -8.4 | 40.6 | -1.6 | -23.3 | -0.5 | 3.5 | 5.1 |
| CN(C(=O)C1CCN(S(=O)(=O)c2ccccc2)CC1)c1c(N)n(Cc2ccccc2)c(=O)[nH]c1=O | 4.6 | -4.3 | -7.3 | -0.4 | -12.0 | -8.1 | 9.5 | -1.5 | -0.4 | 0.4 | -6.3 |
| CCOc1cc(S(=O)(=O)Nc2ncn[nH]2)ccc1Br | 6.3 | -3.0 | 0.4 | 0.5 | 0.9 | 3.7 | -6.6 | 8.9 | -0.4 | -1.7 | 1.4 |
| CCOc1ccccc1OCC(=O)Nc1cc(S(=O)(=O)N2CCCCC2)ccc1N1CCN(CC)CC1 | 7.4 | -16.0 | -5.1 | -3.6 | -9.4 | 2.8 | -5.0 | 11.7 | 0.2 | -2.3 | 5.0 |
| Nc1ccc(-c2nnn(CC(=O)N3CCCCC3)n2)cc1 | 0.7 | -1.0 | -1.4 | -2.6 | 5.9 | -3.2 | -0.9 | 48.6* | -0.5 | -6.3 | 13.2 |
| COc1cc(C(=O)N2CCN(C(=O)c3cc(-c4ccccc4)n[nH]3)CC2)cc(OC)c1OC | -6.4 | -14.1 | -1.0 | 1.2 | -5.5 | 5.2 | -36.1 | 8.0 | -0.3 | 6.0 | 9.4 |
| COc1cccc(C(c2nnnn2C(C)(C)C)N2CCN(C3CCCCC3)CC2)c1OC (stereo unspecified) | -7.7 | 0.7 | 19.3 | / | -1.2 | 10.7 | -14.8 | 14.6 | 2.0 | 10.8 | -4.4 |

Looked up by structure from the list above (2):
| SMILES | Shn3 inh set2 | CaV13 FRET inh | MITF TRPM1 inh | NR2E3 ag-1 | m5-HT2A agonist | Peg3 prom inh | NR2E3 ag-2 | HIF-2a block | hiPSC survival | Cardio protect | PDI turbidity |
| --- | --- | --- | --- | --- | --- | --- | --- | --- | --- | --- | --- |
| COc1cccc(C(c2nnnn2C(C)(C)C)N2CCN(C3CCCCC3)CC2)c1OC (stereo unspecified) | -7.7 | 0.7 | 19.3 | / | -1.2 | 10.7 | -14.8 | 14.6 | 2.0 | 10.8 | -4.4 |
| O=C(NC1CCCC1)c1ccc2nc[nH]c2c1 | 2.9 | -0.7 | 14.3 | 0.0 | 0.9 | 2.6 | 4.4 | 12.8 | 8.7 | -0.6 | 0.4 |
